ALOX15B inhib = blocks human 15-lipoxygenase 2 activity. O15296. purified 15hLO-2, xylenol orange hydroperoxide absorbance. Potency, µM (doses to about 57.1 µM), inactives show at the top dose activity change, negative = inhibition, usual class: inhibitors. hit rate 0.56% among 110,000; also: potency is read from the fitted curve at half-maximal effect; nearly all actives have a fitted effect of over 60% in size; many of its hits are not listed in these tables
Target sequence (O15296 whole entry, looked up): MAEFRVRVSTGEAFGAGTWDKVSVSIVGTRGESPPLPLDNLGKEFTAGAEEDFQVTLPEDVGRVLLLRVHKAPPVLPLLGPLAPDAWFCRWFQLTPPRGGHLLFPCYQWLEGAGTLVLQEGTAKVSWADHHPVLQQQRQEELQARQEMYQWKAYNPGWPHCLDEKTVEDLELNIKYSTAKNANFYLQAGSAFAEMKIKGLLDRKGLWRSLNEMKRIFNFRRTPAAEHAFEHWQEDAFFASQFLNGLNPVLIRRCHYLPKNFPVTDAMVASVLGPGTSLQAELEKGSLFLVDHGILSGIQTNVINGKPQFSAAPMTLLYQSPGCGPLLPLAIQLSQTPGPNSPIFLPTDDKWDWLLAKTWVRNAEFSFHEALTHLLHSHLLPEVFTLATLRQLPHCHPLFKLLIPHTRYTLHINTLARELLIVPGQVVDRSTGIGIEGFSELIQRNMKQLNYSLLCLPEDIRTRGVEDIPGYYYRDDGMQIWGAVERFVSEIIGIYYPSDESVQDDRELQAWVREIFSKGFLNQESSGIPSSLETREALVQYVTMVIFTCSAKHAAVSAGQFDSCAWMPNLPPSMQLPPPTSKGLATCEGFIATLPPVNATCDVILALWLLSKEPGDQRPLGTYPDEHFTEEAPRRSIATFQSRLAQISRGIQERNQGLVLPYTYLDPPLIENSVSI
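Enzyme 50 nM, AA 45 uM, 25 mM Hepes pH 7.5 + 0.01% Triton X-100; cpd preinc 15 min RT, rxn 90 min RT; stop/detect with 200 uM XO + 300 uM Fe(II) in 50 mM H2SO4, 30 min; A573/A405.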
PNC assembly inh = perinucleolar compartment assembly inhibition. PC3M PTB-GFP, PNC prevalence imaging, 16 h; hits give low values. activity change (PNC), negative = inhibition, % at 10 µM. hit rate 3.1% among 140,000. AID 2417;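 active = readout at or below -70, meaning at least 70% loss of cells showing the perinucleolar compartment, a nuclear body marking cancer cells; inconclusive = readout between -30 and a set limit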;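 also: plate controls were DMSO wells for no effect and camptothecin positive control wells for full effect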
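Compounds are pinned in duplicate onto adhered PC3M cells stably expressing GFP-tagged PTB and incubated 16 h at 37 C. Cells are then fixed, nuclei stained with Hoechst, and PNC-positive cells counted.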
IMPase inh = cell-permeable inhibitors of inositol monophosphatase (IMPase); P97697; inhibition (IP1 accumulation), % at 46.1 µM; 120,000 tested, under 10 active; CHO-M1 cells, IP1 accumulation, HTRF TR-FRET ratio; active = well fitted curve in the direction sought with a large enough effect in the signal ratio, not every such curve was filed as active; inconclusive = small, poorly fitted or top-dose-only effect, or a change in a side signal; inactive = no such curve, though single readings can be large or run the other way; the % refers to the signal ratio;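 also: cells stimulated with carbachol in lithium chloride buffer; plate controls were DMSO basal wells for no effect and reference inhibitor wells for full effect; higher means more IMPase inhibition seen as more IP1 and lower FRET ratio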
Target sequence (P97697 whole entry, looked up): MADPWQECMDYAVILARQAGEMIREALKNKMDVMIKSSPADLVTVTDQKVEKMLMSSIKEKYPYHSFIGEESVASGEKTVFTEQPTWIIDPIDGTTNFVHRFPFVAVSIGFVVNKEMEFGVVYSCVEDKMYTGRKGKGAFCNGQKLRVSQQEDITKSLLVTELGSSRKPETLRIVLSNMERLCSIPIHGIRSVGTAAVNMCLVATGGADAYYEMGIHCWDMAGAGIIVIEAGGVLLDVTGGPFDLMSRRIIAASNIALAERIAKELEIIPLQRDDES
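Elevated IP1 in lysates lowers TR-FRET signal (665/620 ratio and 620 channel reported). Cells were CHO-M1, given carbachol (50 uM as added) plus 50mM LiCl, pH 7.4, 30 min, 37C; compounds titrated up to 46 uM; AC50 by Hill equation.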
12-hLO inh = blocks human 12-lipoxygenase activity; P18054; purified 12-hLO, xylenol orange hydroperoxide absorbance; Potency, µM (top dose mostly 57.1 µM), inactives show at the top dose activity change, negative = inhibition, actives largely listed as inhibitors; hit rate 0.12% among 150,000; AID 1452; also: potency is read from the fitted curve at half-maximal effect; nearly all actives have a fitted effect of over 55% in size; many of its hits are not listed in these tables
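Lipoxygenase turnover measured by absorbance at 573 and 405 nm after Fe-XO development. Human 12hLO 150 nM, arachidonate 40 uM, pH 7.0 Hepes buffer with detergent; 15 min compound preincubation, 30 min reaction.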
* marks the source's active call; other numbers are inactive results; ? = inconclusive; · = not tested or not shown; & = joins results of further samples; [ ] = dose if it differs, or a comment. Unless noted, calls follow the shape of the dose curve; as a rule, active = well fitted curve in the direction sought with a large enough effect; inconclusive = small, poorly fitted or top-dose-only effect, or another doubt; inactive = no such curve, though single readings can be large; an effect the other way counts as inactive or inconclusive. Unless noted, % is scaled to controls: 0 for no effect and ±100 for the full control effect.

SMILES | ALOX15B inhib | PNC assembly inh | IMPase inh | 12-hLO inh
O=C(O)C1CCCCC1C(=O)NCCC(c1ccccc1)c1ccccc1 (stereo unspecified) | 0% | 2 | -1 | 2%
N#CC1=C(N)C(C#N)(C#N)C2(CCC3(CC2)OCCO3)C2CC3(CC=C12)OCCO3 (stereo unspecified) | -3% | ? | -3 | -2%
C=C(C)C1CC=C(C)/C(=N/NC(=O)COc2cccc3ccccc23)C1 (stereo unspecified) | · | -19 | 13 | 0%
CN(c1ccc(S(=O)(=O)N2CCOCC2)cn1)C1CCCCC1 | 2% | 33 | 3 | -5%
COc1ccc(-c2c(C)nn3c(N4CCC5(CC4)OCCO5)cc(C)nc23)cc1OC | 6% | 14 | 10 | 2%
COCCNS(=O)(=O)c1cc(F)ccc1OC | 0% | 67 | -1 | -2%
COc1ccc(-c2ccnc(SCC(=O)c3ccc(OC)c(OC)c3)n2)cc1 | · | -9 | 3 | -1%
Cc1ccc(S(=O)(=O)N2CCN(S(C)(=O)=O)C2)cc1 | -3% | 39 | 8 | 1%
CCn1c(SCC(=O)Nc2nnc(C)s2)nnc1-c1ccncc1 | 3% | -9 | -4 | 4%
S=C1COC(c2ccccc2)N1c1ccccc1 (stereo unspecified) | · | 152 | 5 | -1%
CCCn1c(-c2ccc(F)cc2)nc2c(NCCCN(C)C)nc(C)nc21 | 44%[activator] | · | · | -1%
N#CC1=C2SCN(Cc3ccco3)CN2C(=O)CC1c1ccc(Cl)cc1 (stereo unspecified) | ? | -17 | 16 | ?
Cc1ccc(/C=C/C(=O)c2nc3ccccc3[nH]2)cc1 | -6% | 3 | 7 | -8%
O=C(COc1ccc2ccccc2c1)NC1=NCCS1 | 1% | 18 | -3 | 5%
CCC(c1nc2ccccc2c(=O)n1-c1nc2ccccc2s1)N1C(=O)c2ccccc2C1=O (stereo unspecified) | · | ? | · | -2%
CCOc1ccccc1C1C(C(N)=O)=C(C)Nc2nc(-c3ccc(OC)cc3)nn21 (stereo unspecified) | 1% | 60 | 3 | -5%
Cc1ccc(CN2CCN(/N=C/c3ccc(C(=O)O)cc3)CC2)cc1 | · | 61 | 5 | 20%
O=C(O)c1ccc(C(=O)Nc2cccc(NC(=O)C3CCCO3)c2)cc1 (stereo unspecified) | 0% | 19 | -1 | -10%
O=C(OCc1ccc(C(=O)c2ccccc2)cc1)c1cccc(-c2nnc(-c3ccccc3)o2)c1 | -5% | 7 | 3 | -1%
CC(C)(C)NC(=O)NC(=O)COc1ccccc1C#N | 4% | 14 | -2 | 3%
O=C(CSc1nc2ccccc2c(=O)[nH]1)N1CCOCC1 | 9% | 18 | 9 | -2%
CCCC1OC2CC3C4CCC5=CC(=O)C=CC5(C)C4C(O)CC3(C)[C@]2(C(=O)CO)O1 (stereo partly specified) | -7% | · | · | -5%
CCN1CCN(C(=S)c2ccc(OCC(=O)N3CCOCC3)cc2)CC1 | -4% | 7 | 2 | 7%
CC(C)C1NC(=S)N(C2CCCCC2)C1=O (stereo unspecified) | · | -17 | · | -3%
COc1ccc(CCNC(=O)CN(C2CCCCC2)S(C)(=O)=O)cc1OC | 9% | ? | 9 | -4%
The list continues:
SMILES | ALOX15B inhib | PNC assembly inh | IMPase inh | 12-hLO inh
O=c1cc(-c2ccc(O)c(O)c2)oc2cc(OC3OC(CO)C(O)C(O)C3O)cc(O)c12 (stereo unspecified) | -9% | · | 1 | -11%
CC1C2CC(C(CN(C)C)/C2=N/O)C1(C)C (stereo unspecified) | -3% | 25 | 3 | 10%
COc1cccc(C(=O)c2c[nH]c(C(=O)NCc3cccs3)c2)c1 | 2% | ? | 6 | 0%
N/C(=N\OS(=O)(=O)c1ccccc1)c1ccccn1 | · | 9 | · | 1%
Cc1ccc(-c2cc(-c3ccccc3Cl)[nH]n2)c(O)c1 | -7% | -8 | 14 | -23%
O=C(O)/C=C\c1c2ccc(=O)c(O)c-2oc2c(O)c(O)ccc12 | ? | · | · | -24%[11.4 µM]
CC(C)C(=O)Nc1ccc(C(=O)NCc2cccnc2)cc1 | · | ? | 3 | 9%
CC(C)(C)[Si](C)(C)c1c2c(nc3ccc(OCc4ccccc4)cc13)-c1cccc(=O)n1C2 | -2% | · | · | 0%
Cc1ccc(Oc2nc3c(c(=O)n(Cc4ccccc4F)c(=O)n3C)n2C)cc1 | 3% | -85* | -9 | 1%
Cc1onc(-c2ccccc2Cl)c1C(=O)Nc1sc2c(c1C(N)=O)CCC(C)C2 (stereo unspecified) | · | ? | -9 | -2%
C[C@@H](N)/C(N)=N/O | 5%[11.4 µM] | · | · | 0%[11.4 µM]
Cn1c(=O)[nH]c(=O)c2c1nc1n2CCCS1 | -3% | -2 | -11 | -5%
O=C(CSc1nc2ccccc2s1)N1CCN(C(=O)c2ccco2)CC1 | -15% | -17 | -9 | 0%
Cc1ccc(C(=O)Nc2ccc3c(c2)OCO3)cc1S(=O)(=O)N1CCCC1 | 3% | 35 | -3 | -5%
Cc1cc(C(=O)OCC(=O)Nc2cccc(S(=O)(=O)N3CCOCC3)c2)c(C)o1 | -2% | 24 | -1 | 1%
Cc1cc(NC(=O)CSc2nnc(-c3ccc(Cl)s3)o2)no1 | 2% | ? | -8 | -4%
CN(C)/C=c1\sc2c(C#N)cc(C(=O)c3ccc(Br)cc3)n2c1=O | -22% | 64 | 6 | -5%
O=C(O)CC/C=C\CC[C@H]1[C@@H](N2CCCCC2)[C@@H](O)C[C@@H]1OCc1ccc(-c2ccccc2)cc1 | 21% | · | 6 | 1%
Cc1ccc(Cn2c(Cc3ccccc3)nc3ccccc32)cc1 | 6% | ? | 9&8 | -7%
Cn1c(CNc2nc(-c3ccccc3)cs2)nnc1SCC(=O)OC1CCCCC1 | · | ? | 19 | -7%
CC1O[C@@H](O[C@@H]2C(O)C[C@H](O[C@@H]3C(O)C[C@@H](OC4CC[C@@]5(C)C6CC(O)[C@@]7(C)C(C8=CC(=O)OC8)CC[C@@]7(O)C6CC[C@@H]5C4)OC3C)OC2C)CC(O)[C@H]1O (stereo partly specified) | 6% | · | · | 0%
CCOC(=O)CSc1nc(-c2ccccc2)nc2ccccc12 | · | 57 | ? | -2%
CCn1c(SCC(=O)c2ccc3ccccc3c2)nnc1-c1cccs1 | -11% | 63 | 5 | 2%
CCOC(=O)C1=C(C)Nc2nc(C)nn2C1c1cc(OC)ccc1OC (stereo unspecified) | · | 30 | · | -2%
O=C1C=C(Nc2ccc(Cl)cc2)C(=O)N1c1ccc(Cl)cc1 | · | 31 | · | -3%

The last 5 records of the part above lead into the next.
SMILES | ALOX15B inhib | PNC assembly inh | IMPase inh | 12-hLO inh
CC1O[C@@H](O[C@@H]2C(O)C[C@H](O[C@@H]3C(O)C[C@@H](OC4CC[C@@]5(C)C6CC(O)[C@@]7(C)C(C8=CC(=O)OC8)CC[C@@]7(O)C6CC[C@@H]5C4)OC3C)OC2C)CC(O)[C@H]1O (stereo partly specified) | 6% | · | · | 0%
CCOC(=O)CSc1nc(-c2ccccc2)nc2ccccc12 | · | 57 | ? | -2%
CCn1c(SCC(=O)c2ccc3ccccc3c2)nnc1-c1cccs1 | -11% | 63 | 5 | 2%
CCOC(=O)C1=C(C)Nc2nc(C)nn2C1c1cc(OC)ccc1OC (stereo unspecified) | · | 30 | · | -2%
O=C1C=C(Nc2ccc(Cl)cc2)C(=O)N1c1ccc(Cl)cc1 | · | 31 | · | -3%
Cc1cc(C)c2c(c1)NC(c1cc3c(cc1Br)OCO3)C1CC=CC21 (stereo unspecified) | · | -1 | 1 | -1%
Cc1cc(C(=O)Nc2sc(C)c(C)c2C#N)c(C)o1 | -5% | 4 | -15 | -8%
COc1ccc(C(=O)Nc2ccc3nc4n(c(=O)c3c2)CCCC4)cc1[N+](=O)[O-] | · | 96 | · | 0%
CCc1ccccc1NC(=O)CCCSc1nc2ccccc2s1 | · | 55 | · | 3%
O=C(OCCN1C(=O)CCC1=O)c1ccc(S(=O)(=O)N2CCCCC2)cc1 | 0% | -21 | 12 | -2%
CCCNCC1C(Oc2ccc(Cl)cc2)C(=O)N1c1ccccc1C (stereo unspecified) | · | 47 | · | -5%
O=c1cc(O)nc(SCc2ccccc2)n1-c1ccc(F)cc1 | -4% | 19 | -1 | -20%
O=C(Nc1cccc(S(=O)(=O)Nc2ccc(Cl)cc2)c1)c1cc2c(s1)CCCC2 | · | -17 | 9 | -16%
CSc1nc2nc(C(F)(F)F)cc(-c3ccccc3)n2n1 | 7% | 10 | 1 | -1%
CNS(=O)(=O)c1cccc2cccnc12 | -7% | 42 | -1 | -6%
O=C(O)[C@H]1CCCC[C@H]1C(=O)NCCNC(=O)[C@@H]1CCCC[C@@H]1C(=O)O | 2% | -17 | 0 | 0%
CCOC(=O)C(C(=O)OCC)N(C#N)c1nc(SC)nc(N(C)C)n1 | 6% | -16 | 2 | -6%
CC(C)Oc1ccc(C(=O)NC(=S)Nc2ccc(CN3CCOCC3)cc2)cc1 | · | 23 | · | 1%
CCN1C(=O)CSc2ccc(C(=O)NCCCN3CCOCC3)cc21 | 2% | 4 | -6 | -4%
CCCCNC(=O)C(c1ccc(OCC(=O)OC)c(C(=O)OC)c1)N(Cc1ccccc1)C(=O)CCCCCN1C(=O)NC(c2ccc(-c3ccccc3)cc2)C(C(=O)OCc2ccccc2)=C1C (stereo unspecified) | -7% | · | · | 6%
COc1ccc(C2(O)CCN(C(=O)NC3CCCCC3)CC2)cc1 | -3% | ? | 3 | -1%
COC(=O)c1c(NC(=O)/C=C/C(=O)O)sc(C)c1-c1ccc(C)c(C)c1 | · | ? | · | -4%
CC(/C=C/C(=O)NO)=C\[C@@H](C)C(=O)c1ccc(N(C)C)cc1 | -6%[0.0915 µM] | · | · | 1%[0.00818 µM]
CCOC(=O)C1CN(S(=O)(=O)c2ccccc2)c2cc(S(=O)(=O)CC)ccc2O1 (stereo unspecified) | 1% | 57 | 4 | 3%
Cc1cccc(N(CC(=O)NCc2ccccc2)C(=O)Cn2nnc(-c3ccc(C)o3)n2)c1 | -20% | -84* | 5 | 1%
COC(=O)c1cn(NC(=O)c2cc(OC)c(OC)c(OC)c2)c(=O)c2ccccc12 | -23% | ? | 1 | -4%
CCC1CCCCN1C(=O)N[C@@H](CCSC)C(=O)OC (stereo partly specified) | -3% | 13 | -13 | -2%
COC(=O)c1c(NC(=O)CSc2ncnc3c2cnn3-c2ccccc2Cl)sc2c1CCCC2 | · | -18 | -1 | -1%
COc1ccc(N2CCN(C(=O)CNC(=O)Cn3c(C)cc4ccccc4c3=O)CC2)cc1 | 2% | ? | -3 | -11%
CCN(CC)C(=S)SCC(=O)c1c(C)[nH]c2ccccc12 | · | 29 | 26 | -1%
Continued.
SMILES | ALOX15B inhib | PNC assembly inh | IMPase inh | 12-hLO inh
Cc1cccc(-c2nc(CS(=O)CC(=O)NCCCSC3CCCCC3)c(C)o2)c1 (stereo unspecified) | -29% | -28 | 3 | -29%
COc1ccccc1CP(=O)(c1ccccc1)c1ccccc1 | · | 5 | 0 | -3%
Cc1ccc(-c2noc(CCCC(=O)Nc3cccnc3)n2)cc1 | -2% | 42 | 7 | 5%
Cc1cc(N2CCN(C)CC2)nc2ccc(NC(=O)CCC(=O)NCc3ccco3)cc12 | 13% | 0 | 3 | 4%
Clc1ccc(-c2n[nH]c3c2CCC3)c(Cl)c1 | 15% | -2 | ? | -27%
O=C1CC(N2CCN(C/C=C/c3ccccc3)CC2)C(=O)N1Cc1ccc(N2CCCC2=O)cc1 (stereo unspecified) | 11% | ? | 0 | -1%
COC(=O)[C@@H]1C[C@@H]2CC[C@@H](O)C[C@@H]2N1Cc1ccc(-c2ccccc2)cc1 | 6% | · | · | 4%

A draw from above in order of length of the SMILES, low to high:
SMILES | ALOX15B inhib | PNC assembly inh | IMPase inh | 12-hLO inh
Clc1ccc(-c2n[nH]c3c2CCC3)c(Cl)c1 | 15% | -2 | ? | -27%
COc1ccccc1CP(=O)(c1ccccc1)c1ccccc1 | · | 5 | 0 | -3%
COC(=O)[C@@H]1C[C@@H]2CC[C@@H](O)C[C@@H]2N1Cc1ccc(-c2ccccc2)cc1 | 6% | · | · | 4%
